# NPY-Y1 PAM-ag = potentiates or activates human NPY-Y1 receptor | activation, % at 3.6 µM | hit rate 0.37% among 220,000 | AID 1304 | P25929 | NPY-Y1 expressing cells, potentiator/agonist activation; in the data active = activation above about 33%, passing the limit was not always enough;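 note: cells stimulated with NPY at EC10 then isoproterenol at EC100; 0% = low agonist plus stimulus and 100% = saturating agonist plus stimulus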
# EP2 modulator = EP2 receptor (human) modulation; P43116; hit rate 0.83% among 260,000; AID 940; EP2-expressing cells, cAMP HTRF FRET, PGE2 co-stimulation; induction, % at 25 µM;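 active = compounds whose cAMP rise, as percent of the full-agonist control response, exceeds 60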;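 note: rat C6 glioma line stably carrying human EP2 under a CMV promoter; the protocol text gives 20 µM as final concentration; 100% = response of wells given 1 µM PGE2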
# NPY-Y1 antag = NPY-Y1 (human) receptor antagonism. AID 1040. HEK293-CNG Y1 cells, membrane potential fluorescence; NPY at EC95, then isoproterenol. hit rate 1% among 200,000. P25929. inhibition, % at 3.6 µM;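 active = inhibition above the campaign mean inhibition of all tested compounds plus 3 SD, cut at about 20% in these data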;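 note: 0% = DMSO wells given NPY plus isoproterenol and 100% = isoproterenol alone without NPY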
#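 Assay system: HEK293 Y1/CNG channel cell line; Doses: single compound dose of 3.6 µM, 0.4% DMSO; Timing: dye 3 h, compound 60 min room temperature, stimulation 45 min; Technique: Membrane-potential fluorescent dye readout; Measure: % inhibition of NPY effect.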
# PGE2 EP2 inh = blocks the human prostaglandin E2 receptor EP2; hit rate 0.52% among 260,000; AID 1422; C6 glioma cells expressing human EP2, cAMP TR-FRET; cells stimulated with saturating PGE2; inhibition, % at 25 µM;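 active = percent inhibition above 40 after rounding to a whole number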;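 note: rat C6 glioma host cells with rolipram phosphodiesterase inhibitor present; the protocol text gives 20 µM as final concentration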
# eIF4E-4G inh = blocks eIF4E binding to eIF4G. TR-FRET eIF4E-eIF4GI(517-606) binding, 2 h. inhibition, % at 21.7 µM. hit rate 0.37% among 220,000;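 active = inhibition above about 30%, limit read from the data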;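 note: 0% = full FRET control wells and 100% = background wells lacking eIF4GI fragment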
# S1P4 antagonist = antagonists of human S1P4 receptor. O95977. S1P4-expressing cells, antagonist mode, reporter read-out. inhibition, % at 4.98 µM. hit rate 0.26% among 220,000; in the data active = inhibition above about 29%;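 note: 0% = wells stimulated with agonist and 100% = vehicle wells without agonist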
# p97 inhibitor = human p97 ATPase inhibition | P55072 | recombinant p97 ATPase, Kinase-Glo ATP luminescence, 3 h | inhibition, % at 8 µM | hit rate 0.42% among 220,000; in the data active = inhibition above about 15%;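 note: 0% = DMSO vehicle and 100% = wells lacking enzyme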
# Target sequence (P55072 whole entry, looked up): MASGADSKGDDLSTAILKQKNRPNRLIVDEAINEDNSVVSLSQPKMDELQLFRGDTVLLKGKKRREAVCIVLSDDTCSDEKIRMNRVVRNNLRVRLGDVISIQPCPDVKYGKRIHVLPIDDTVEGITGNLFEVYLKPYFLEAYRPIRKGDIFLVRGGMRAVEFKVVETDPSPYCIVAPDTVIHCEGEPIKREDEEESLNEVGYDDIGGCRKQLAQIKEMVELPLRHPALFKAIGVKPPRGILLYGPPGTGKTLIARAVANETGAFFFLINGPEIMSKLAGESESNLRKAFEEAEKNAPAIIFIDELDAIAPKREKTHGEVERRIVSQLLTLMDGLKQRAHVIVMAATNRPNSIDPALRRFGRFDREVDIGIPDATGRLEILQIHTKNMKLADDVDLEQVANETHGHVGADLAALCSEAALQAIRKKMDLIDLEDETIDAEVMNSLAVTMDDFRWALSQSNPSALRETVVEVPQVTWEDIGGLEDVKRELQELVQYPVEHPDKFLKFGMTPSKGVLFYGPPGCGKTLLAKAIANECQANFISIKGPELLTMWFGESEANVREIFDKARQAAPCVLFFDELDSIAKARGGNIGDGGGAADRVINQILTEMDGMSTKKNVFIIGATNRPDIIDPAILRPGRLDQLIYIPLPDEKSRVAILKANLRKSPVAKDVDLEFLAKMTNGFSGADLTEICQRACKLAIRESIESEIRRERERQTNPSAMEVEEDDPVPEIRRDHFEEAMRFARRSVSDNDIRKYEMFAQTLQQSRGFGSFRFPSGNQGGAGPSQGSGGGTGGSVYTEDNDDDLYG
# NPY2 pot ag = potentiators or agonists of human neuropeptide Y receptor Y2. hit rate 0.45% among 220,000. AID 1359. cells expressing NPY-Y2, potentiator/agonist read-out. activation, % at 3.6 µM; in the data active = activation above about 27%;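 note: cells stimulated with NPY near EC25 plus isoproterenol at EC100; 0% = vehicle plus submaximal agonist and 100% = vehicle plus saturating agonist; some results beyond the cut were filed as inactive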
# S1P4 agonist = agonists of human S1P4 receptor | S1P4-expressing cell line, agonist reporter assay | activation, % at 4.98 µM | hit rate 0.35% among 220,000 | AID 1509; in the data active = activation above about 11%;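 note: 0% = DMSO vehicle and 100% = reference agonist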
# Active calls of the source: *; x = no result given; [ ] = dose if it differs, or a comment.
SMILES,NPY-Y1 PAM-ag,EP2 modulator,NPY-Y1 antag,PGE2 EP2 inh,eIF4E-4G inh,S1P4 antagonist,p97 inhibitor,NPY2 pot ag,S1P4 agonist
COc1cc(-n2c(-c3ccccc3)n[nH]c2=S)c(OC)cc1Cl,-11,7,6,6,6,12,2,-5,-0.5
COc1cccc(C(c2c(C)[nH]n(-c3ccccc3)c2=O)c2c(C)[nH]n(-c3ccccc3)c2=O)c1OC,-11,20,-1,16,-1,-19,13,-3,0.9
OCCSc1nncn1/N=C/c1c[nH]c2ccccc12,12,-36,-4,0,7,-5,0,-5,3.1
Cc1ccc(-n2c(SCC(=O)OC(C)C)nnc2-c2ccccn2)cc1,-11,2,-4,4,-1,16,-9,-11,-3.2
COc1ccc(CNC(=O)c2coc(=O)c3ccccc23)cc1,11,0,1,15,2,-1,10,7,2.3
Cn1ncc2c(O/N=C(\N)c3ccc(C(F)(F)F)cc3)ncnc21,12,-31,x,11,-6,23,-1,22,0.8
O=c1cc(O)n(-c2ccc(F)cc2)c(=S)[nH]1,9,-19,4,14,3,-18,7,11,2.3
COc1ccc2[nH]c(=O)c(CN(CCc3ccccc3)C(C)=O)cc2c1,8,1,4,1,9,-8,3,-25,-0.5
CCOC(=O)c1nn(-c2ccccc2F)c(-c2ccccc2)c1C(=O)c1ccccc1,46,24,3,9,0,-2,-1,5,-1.0
CCOC(=O)N1CCC(N2CCN(S(=O)(=O)c3ccc(NC(C)=O)cc3)CC2)CC1,8,-22,-3,13,3,-6,1,-5,-4.1
S=C(NCc1ccco1)NCC1CCCO1 (stereo unspecified),9,12,1,2,0,2,2,14,0.6
COc1ccc(C2c3ccc(O)cc3Oc3ncn(CCCO)c(=N)c32)cc1OC (stereo unspecified),17,-1,x,4,0,0,6,11,-1.2
ONC(=Nc1ccccc1)c1ccc(Cl)cc1,15,47,3,0,0,-15,-4,-1,-2.7
O=C(c1ccc(-n2c(SCc3cc(F)ccc3F)nc3ccccc3c2=O)cc1)N1CCOCC1,-10,-61,-2,7,1,-14,0,7,-0.1
COc1ccc(NC(=O)CSc2nnc(-c3ccccc3F)n2C2CC2)cc1S(N)(=O)=O,1,14,4,3,5,-8,3,0,1.7
COc1ccc2c(c1)nc(NCCO)n2C,20,27,1,10,-5,-7,4,12,0.6
COc1cccc(/C(O)=C2\C(=O)C(=O)N(c3ccccn3)C2c2ccccc2OC)c1 (stereo unspecified),11,7,0,17,4[fluorescence artefact?],-19,0,7,3.1
Cc1nnc(-c2ccccc2)nc1N(C)C,13,4,-7,4,-1,-12,0,-7,1.1
Cc1[nH][nH]c(=O)c1C=NCc1cccc(C(F)(F)F)c1,-4,20,1,8,3,1,4,1,1.2
O=C1CCC(NC(=O)c2ccccc2)C(=O)N1 (stereo unspecified),-2,-3,x,4,-3,-7,0,-16,-0.7
CCOc1ccc(C(=O)NCc2ccccc2)cc1Br,-16,-11,1,5,7,-27,-5,-5,0.7
CC(=O)c1c(C)c(C)c2n1CCn1c(C)ccc1-2,20,13,x,8,15,-21,2,12,0.6
COc1cc2oc(=O)c3c(c2cc1OCC(=O)c1c(C)n(C)c2ccccc12)CCCC3,1,30,8,4,26,-22,2,2,0.3
Nc1nc2ccc(C(=O)NCCOC(=O)C3CCCCC3)cc2s1,14,-8,1,6,-3,6,1,-3,-0.6
COc1ccc(CCNC(=O)COc2ccc(S(=O)(=O)NC(C)C)cc2)cc1OC,1,23,4,6,0,9,2,6,-0.2
O=C(COC(=O)Cc1cn2ccsc2n1)NC12CC3CC(CC(C3)C1)C2,-3,-3,0,20,-5,-13,5,-11,0.8
C/C(=N\NC(=O)CCc1c[nH]c2ccccc12)c1ccc([N+](=O)[O-])cc1,-1,-43,7,8,-3,-17,5,12,0.3
Cc1csc(SCC(=O)NC(=O)NCCC(C)C)n1,11,2,5,5,-3,3,-1,2,-1.6
CCNC(=O)C1CC(=O)N(CC)C(=Nc2cc(Cl)c(O)c(Cl)c2)S1 (stereo unspecified),-28,7,12,13,-5,5,-1,4,-3.8
COc1ccc(S(=O)(=O)NC(N)=NCCc2ccc(OC)c(OC)c2)cc1C,9,6,-1,8,2,3,0,-7,-0.1
COC(=O)Cn1c(=NC(=O)c2cc(OC)c(OC)c(OC)c2)sc2cc(OC)ccc21,-10,-13,-4,8,-1[fluorescence artefact?],-22,-1,-5,-0.1
CCN1CCN(/C=N/c2nc(C)cs2)CC1,3,24,-2,8,5,9,3,2,1.0
O=C(O)CCCNC(=O)/C(=C\c1ccc(Cl)cc1)NC(=O)c1ccc(Br)cc1,5,7,5,10,-2,-4,-1,-11,0.8
Cc1ccc(OCc2nc(C#N)c(NCc3ccco3)o2)cc1,-12,-24,0,13,-15,-12,0,-5,-0.2
CC(O)c1nc2c(c(=O)n(C)c(=O)n2C)n1C (stereo unspecified),12,-9,x,5,4,5,11,-8,-2.8
CCOc1ccc2ccccc2c1/C=N/NC(=O)CC1(C)OCCCO1,-22,-6,4,2,6[fluorescence artefact?],-16,9,10,-1.7
N/C(Cc1ccc(Cl)cc1)=N\OC(=O)c1cccc2ccccc12,-4,-19,13,9,5,-9,2,-7,-0.9
Cc1cccc(NC(=O)C2C(c3ccccc3)C2(Cl)Cl)c1C (stereo unspecified),-11,8,4,6,1,-7,-4,1,-2.6
COc1ccccc1NC(=S)N1CCN(C/C=C/c2ccccc2)CC1,-17,-10,6,4,0,-12,2,-15,0.6
O=C(COc1ccc(/C=N/NS(=O)(=O)c2ccccc2)cc1)NCCc1ccccc1,9,-35,3,23,3,-11,0,-13,1.3
Cc1noc2ncnc(Oc3ccc(F)cc3)c12,28,-8,-2,10,-4,0,5,-4,-0.2
N#CC(C(=O)OCc1ccccc1)c1nc2ccccc2nc1N1CCOCC1 (stereo unspecified),-8,-23,6,4,6[fluorescence artefact?],-15,3,7,1.1
CCOC(=O)C(NC(=O)N1CCCCC1)(c1ccccc1)C(F)(F)F (stereo unspecified),-1,39,4,2,3[fluorescence artefact?],-19,4,17,2.3
Cn1c(=O)[nH]c(=O)c2c1nc(Br)n2CCOc1ccccc1,-1,20,-8,13,7,-3,-1,-17,-2.0
O=C(CSCc1ccc(Cl)cc1)Nc1nccs1,20,20,0,5,-4,-16,5,20,-0.1
c1ccc2c(c1)Cc1cc(CN3CCOCC3)ccc1-2,-6,-10,8,4,1[fluorescence artefact?],4,4,2,0.5
CCN(CC)C(=O)C1=C(C)NC(=S)NC1c1cn(-c2ccccc2)nc1-c1ccc(Cl)cc1 (stereo unspecified),-11,7,3,6,-16,-14,-2,7,0.2
Cc1ccc(NS(=O)(=O)c2cc(-c3n[nH]c(=O)c4ccccc34)ccc2C)cc1,-8,-56,2,16,-6,-11,-4,-10,2.3
Cc1ccc(Cn2nc(C)c(NC(=O)CCCn3nc(C)c([N+](=O)[O-])c3C)c2C)cc1,-18,7,-5,7,-5,19,-4,0,-0.1
COc1ccc(OC)c(NC(=O)COC(=O)CN(C)S(=O)(=O)c2ccc(C)cc2)c1,19,-27,-1,10,16,-7,-1,7,0.2
Cc1cccc(N2CCN(C(=O)CCCSc3nc4ccccc4[nH]3)CC2)c1C,-45,-3,-3,9,4[fluorescence artefact?],-10,2,-23,3.0
COc1ccc(/C=C(/C#N)C(=O)Nc2cccc(C)c2C)cc1C(=O)O,-1,-22,5,9,-12[fluorescence artefact?],-10,-5,-2,-2.6
CCOc1c(O)ccc(C2NC(=O)N(C)C(C)=C2C(=O)OC)c1[N+](=O)[O-] (stereo unspecified),-8,5,7,6,3,-9,0,-13,0.4
CCCCCCN(C(=O)CCCCCN1C(=O)NC(c2ccc(-c3ccccc3)cc2)C(C(=O)OCc2ccccc2)=C1C)C(C)C(=O)NCCCC (stereo unspecified),-7,12,2,x,8,4,6,7,1.3
Cc1ccc(-n2nnnc2SCc2nnc(-c3ccccc3Br)o2)c(C)c1,-3,-39,1,6,-5,-5,0,-3,1.1
CCn1nnnc1-c1ccc(OC)c(S(=O)(=O)N2CCCCC2)c1,-25,5,-5,5,-1,-7,2,2,2.1
CCOc1ccc(NC(=O)C2C3CCC4C(CCC32)C4(Cl)Cl)cc1 (stereo unspecified),0,15,7,6,-1,12,-1,8,-1.6
CNC(=O)c1ccsc1NC(=O)c1ccc(S(=O)(=O)N2CCc3ccccc32)cc1,5,-50,-2,11,-15,10,8,12,-0.3
COc1ccc(COc2cc(-c3cccc(OC)c3)nc3ccc(NC(=O)c4cccnc4)cc23)cc1,-23,24,-2,12,-1,0,-1,-1,1.1
Nc1nonc1-n1nnc(C(=O)N/N=C/c2ccccc2)c1CSc1ccccc1,14,-79,x,2,-3,-5,5,-34,-0.5

# Complete entries as entered above.
# COc1ccc(/C=C(/C#N)C(=O)Nc2cccc(C)c2C)cc1C(=O)O reads NPY-Y1 PAM-ag: -1; EP2 modulator: -22; NPY-Y1 antag: 5; PGE2 EP2 inh: 9; eIF4E-4G inh: -12[fluorescence artefact?]; S1P4 antagonist: -10; p97 inhibitor: -5; NPY2 pot ag: -2; S1P4 agonist: -2.6
# CCn1nnnc1-c1ccc(OC)c(S(=O)(=O)N2CCCCC2)c1 reads NPY-Y1 PAM-ag: -25; EP2 modulator: 5; NPY-Y1 antag: -5; PGE2 EP2 inh: 5; eIF4E-4G inh: -1; S1P4 antagonist: -7; p97 inhibitor: 2; NPY2 pot ag: 2; S1P4 agonist: 2.1
# c1ccc2c(c1)Cc1cc(CN3CCOCC3)ccc1-2 reads NPY-Y1 PAM-ag: -6; EP2 modulator: -10; NPY-Y1 antag: 8; PGE2 EP2 inh: 4; eIF4E-4G inh: 1[fluorescence artefact?]; S1P4 antagonist: 4; p97 inhibitor: 4; NPY2 pot ag: 2; S1P4 agonist: 0.5

# Continued:
SMILES,NPY-Y1 PAM-ag,EP2 modulator,NPY-Y1 antag,PGE2 EP2 inh,eIF4E-4G inh,S1P4 antagonist,p97 inhibitor,NPY2 pot ag,S1P4 agonist
COc1ccc(C2C(C(=O)OCC3CCCO3)=C(C)NC3=C2C(=O)CC(c2ccco2)C3)cc1O (stereo unspecified),14,14,-1,3,4,-9,5,-21,0.4
Nc1c(C(=O)Nc2ccccc2)c2nc3ccccc3nc2n1CCCN1CCOCC1,13,6,x,6,-8,-6,-10,13,2.4
O=C(Nc1ccc(Cl)cc1)c1sccc1-n1cccc1,-15,63*,5,-1,0,-7,-2,-7,0.7
COc1cc(OC)cc(-n2nnnc2SCC(=O)Nc2nc3c(s2)CCCC3)c1,-16,17,5,2,3,7,-1,10,-1.9
CC(C)CNS(=O)(=O)c1ccc(CCC(=O)N2CCN(c3ccc(F)cc3)CC2)cc1,9,-14,-10,10,-4,5,-1,5,-1.2
CC(=O)N1CCN=C1SCc1ccccc1,5,13,6,13,-4,-2,-1,-14,-2.3
c1cncc(-c2nc(NCC3COc4ccccc4O3)c3ccccc3n2)c1 (stereo unspecified),8,-50,-2,x,2[fluorescence artefact?],-9,2,4,-1.1
Cc1nc2c3cc(F)ccc3n(Cc3ccccc3)c2s1,-24,72*,12,2,5,0,-9,-5,-0.7
COc1ccc(Cc2nn3c(-c4ccccc4OC)nnc3s2)cc1,6,-13,1,10,3[fluorescence artefact?],-6,6,1,-0.9
CC(=NCc1ccc2c(c1)OCO2)C1=C(O)c2ccccc2C1=O,-6,-46,16,36,-15,-16,1,-12,2.5
CCc1cc2c(=O)c(-c3cnn(-c4ccccc4)c3)c(C(F)(F)F)oc2c(CN(C)C)c1O,12,-1,-6,5,5,0,3,7,-0.3
C=C(C)C1CC=C(C)/C(=N/NC(=O)c2ccc(NC(=O)c3cccc(C)c3)cc2)C1 (stereo unspecified),22,-14,-1,x,0,-3,1,-13,0.1

# Screens from PubChem BioAssay.

# A portion of the library (hit frequency here may not be typical).
